hcGAS lum = human cGAS inhibition; Q8N884; recombinant h-cGAS, ATP depletion, Kinase-Glo luminescence; inhibition, % at 12.5 µM; 0.081% of 290,000 active;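 note: 0% = vehicle reaction and 100% = reaction without DNA for no activity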
Target sequence (Q8N884 whole entry, looked up): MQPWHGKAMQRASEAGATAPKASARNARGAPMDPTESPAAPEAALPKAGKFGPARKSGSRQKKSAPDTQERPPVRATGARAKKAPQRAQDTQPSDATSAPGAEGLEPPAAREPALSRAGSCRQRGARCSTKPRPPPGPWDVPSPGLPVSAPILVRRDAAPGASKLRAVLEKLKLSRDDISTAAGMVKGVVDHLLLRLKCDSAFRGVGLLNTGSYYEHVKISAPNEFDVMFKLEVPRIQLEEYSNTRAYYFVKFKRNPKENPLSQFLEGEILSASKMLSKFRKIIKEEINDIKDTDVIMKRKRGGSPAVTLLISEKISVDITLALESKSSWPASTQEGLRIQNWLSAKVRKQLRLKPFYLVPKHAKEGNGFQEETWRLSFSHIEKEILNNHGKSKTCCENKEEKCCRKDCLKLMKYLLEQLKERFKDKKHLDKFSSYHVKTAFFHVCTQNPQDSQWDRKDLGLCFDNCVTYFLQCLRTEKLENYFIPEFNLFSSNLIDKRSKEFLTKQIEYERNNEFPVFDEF
NPYLR7 ag = activates Aedes aegypti NPYLR7 receptor. HEK293T NPYLR7/Galpha15, GCaMP6s calcium fluorescence. activation, % at 10 µM. 0.15% of 270,000 active. AID 1259423; in the data active = activation above about 40%;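 note: 0% = vehicle and 100% = reference agonist at the receptor; some compounds past the cut are filed as inactive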
mcGAS inh = inhibitors of mouse cGAS; inhibition, % at 12.5 µM; AID 1259399; Q8C6L5; 0.15% of 160,000 active; recombinant cGAS, Kinase-Glo ATP depletion luminescence;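 note: 0% = negative control wells and 100% = reference inhibitor with no enzyme activity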
* marks the source's active call; other numbers are inactive results; · = no result given; & = joins results of further samples. Cut-off read from the data, not from the text of the source, unless noted: active = inhibition above about 40%; inactive = the rest.

SMILES	hcGAS lum	NPYLR7 ag	mcGAS inh
Cn1c(C2CCN(S(C)(=O)=O)CC2)nn(CC(=O)N2CCOCC2)c1=O	-2	-5	-6
Cn1cc(-c2cc3cnc(Nc4ccc5c(c4)OCO5)cc3n2Cc2ccccc2)cn1	-4	29	-6
CN(C)c1ccc(CC(=O)N2CCCCC2c2cc(C(=O)Nc3cccc(C#N)c3)no2)cc1 (stereo unspecified)	0	-3	-1
O=c1oc2ccccc2cc1-c1csc(NN=C2CCCC2)n1	-2&1	3&-3	-2&-1
CCCCCCCCc1c(O)nc(SCCN(CCC)CCC)[nH]c1=O	-9	-2	-9
CC(=O)N[C@@H]1CCN(C(=O)CN2C(=O)C(Oc3ccccc3)C2c2cccnc2)C1 (stereo partly specified)	-2	12	·
COc1ccccc1CNC(=O)CN(C)[C@@H]1CS(=O)(=O)C[C@H]1O	-4	·	-17
CC(C)NC(=O)N(Cc1c(-c2ccccc2)noc1N1CCCC1)C(C)C	1	-3	0
COc1ccc(CCOC(=O)[C@@H]2CCCN2C(=O)CCCC(=O)c2ccccc2)cc1OC	-4	-3	-6
C=C(Br)Cn1c(Cc2cccc3ccccc23)nc2ccccc21	-5	-1	·
COc1ccc(C)c2sc(N(CCCN3CCOCC3)C(=O)c3nc4ccccc4s3)nc12	-6	-1	-11
CCC(=O)Nc1ccc(Nc2nc(C)cc(Nc3ccc(OC)cc3)n2)cc1	-9	12	·
O=C(c1ccc2c(c1)OCO2)N(Cc1ccccn1)CC1CCCO1 (stereo unspecified)	-8	8	·
O=C(CN1CCCC1c1nc2ccccc2s1)NC1CCCC1 (stereo unspecified)	-15	6	·
COCCCN(CC(=O)N(Cc1cccn1Cc1ccc(Br)cc1)C1CCCCC1)C(=O)c1cc(OC)cc(OC)c1	-5	-7	-4
Cc1nn(C)c(C)c1S(=O)(=O)NC(=O)/C=C(/c1ccc(Cl)cc1)C(F)(F)F	-4	1	-13
CCN(CC)C(=O)c1cc(NC(=O)Nc2ccc(Cl)c(Cl)c2)ccc1N1CCCC1	-11	19	-6
O=c1oc(-c2cccs2)nn1Cc1noc(-c2ccccc2Cl)n1	-15	-8	·
CCOC(=O)C1(Cc2ccc(Cl)cc2)CCN(C2CCCC2)CC1	1	5	·
O=C(NNc1nc(N2CCOCC2)nc(N2CCOCC2)n1)Nc1ccc(Cl)cc1	-4	-10	-3
O=C(Cn1ncccc1=O)Nc1nccs1	-4	-1	·
COc1cccc(CC2(CO)CCCN(Cc3cccc(C(C)=O)c3)C2)c1 (stereo unspecified)	-4	-7	-5
CC(C)COc1nc(-c2cccc(C(F)(F)F)c2)n(-c2ccc(NC(=O)C3CCC3)cc2)n1	0	18	-5
CC1=NC2=C(C(=O)CC(c3ccccc3)C2)C(c2ccc3c(c2)OCO3)C1C(=O)OC1CCCCC1 (stereo unspecified)	-6	-6	-7
COCCOc1nc(-c2ccc(F)cc2)n(-c2ccc(NC(=O)Nc3cccc(Cl)c3)cc2)n1	3	-6	1
CCNC(=O)C1Cc2cc([N+](=O)[O-])ccc2N2CCN(c3ccccn3)CC12 (stereo unspecified)	2	·	1
O=C1C2C3C=CC(C3)C2C(=O)N1c1ccc(F)c(Cl)c1 (stereo unspecified)	-1	-10	-4
O=C(Nc1ccccc1)c1cccc(CN2CCN(c3cnccn3)CC2)c1	4	-3	·
CCn1nccc1C(=O)N(CCCN(C)C)c1nc2ccc(F)cc2s1	-4	3	-10
Cc1nc(CNC(=O)c2cc(I)c[nH]2)no1	-3	9	·
CCc1ccc(CN(C)C(=O)c2ccc(CSC)o2)nc1	3	2	·
Cc1cccc(C)c1OCC(=O)N(C)Cc1ccc(O)cc1	2	-3	·
COc1ccc(-c2noc(CSc3n[nH]c(=O)c4cc(-c5cccs5)nn34)n2)cc1OC	-1	·	-2
CCc1nnsc1C(=O)N(C)CCc1nc2c(C)cccc2[nH]1	-9	2	·
O=S(=O)(c1cccc2nsnc12)N1CCN(C(c2ccccc2)c2ccc(Cl)cc2)CC1 (stereo unspecified)	0	2	·
COC(=O)C1=C(C)NC2=C(C(=O)CC(c3ccccc3)C2)C1c1ccc(F)cc1 (stereo unspecified)	-12	5	-4
O=C(N1CCC(n2c(=O)oc3ccc(F)cc32)CC1)C(Cl)(Cl)Cl	-5	7	-4
O=C(NCc1cc(C(F)(F)F)ccc1Cl)c1cncn1-c1cccc(-c2ccccc2C(F)(F)F)c1	-2	-9	1
O=C(O)c1ccc(S(=O)(=O)Nc2cccc(F)c2)c(F)c1	-10	-11	·
Cc1ccc2nc(NC(=O)Cn3ccccc3=O)sc2c1	-16	-1	-7

Single records, as listed above. Values in the order: hcGAS lum, NPYLR7 ag, mcGAS inh
Shown for `Cc1ccc2nc(NC(=O)Cn3ccccc3=O)sc2c1` → -16, -1, -7
Shown for `O=C(c1ccc2c(c1)OCO2)N(Cc1ccccn1)CC1CCCO1` (stereo unspecified) → -8, 8, ·
Shown for `O=C(Cn1ncccc1=O)Nc1nccs1` → -4, -1, ·
Shown for `O=S(=O)(c1cccc2nsnc12)N1CCN(C(c2ccccc2)c2ccc(Cl)cc2)CC1` (stereo unspecified) → 0, 2, ·

The results go on:
SMILES	hcGAS lum	NPYLR7 ag	mcGAS inh
CCC(C)N(Cc1cc(Cl)ccc1OCc1nc(CO)cs1)C(=O)c1cccc(C(F)(F)F)c1 (stereo unspecified)	-6	10	-6
Cc1c(C(=O)N2CC(C)OC(C)C2)oc2c1ccc1ccccc12 (stereo unspecified)	-5	2	-6
CCC(NC(=O)Cc1cc(F)ccc1C)c1ccccn1 (stereo unspecified)	-6	2	-15
CC(C)c1ccc(C2CC(=O)C=C(Nc3nonc3N)C2)cc1 (stereo unspecified)	-9	0	·
CN(CCO)c1ccc(-c2nccn2-c2ccc3cn[nH]c3c2)cc1	6	16	·
CCCOc1ccc(C(=O)N2CCCC2c2nnc3c(C(F)(F)F)cccn23)cc1 (stereo unspecified)	-2	-5	-2
CCS(=O)(=O)c1ccc(-c2cc(O)cc(CCC3CCCCN3)c2)s1 (stereo unspecified)	-7	1	-10
CC(=O)Nc1ccc(Cl)c(C(=O)NCCSc2ccccn2)c1	-1	10	·
Cc1ccc(C(=O)N(CC(=O)Nc2nc(CC(=O)N3CCCC3)cs2)C2CC2)cc1	-10	-10	-6
NC(=O)c1cccnc1N1CCOC(C(F)(F)F)C1 (stereo unspecified)	-4	5	-12
CCN(c1ccc(C(=O)CN2C(=O)NC(C)(c3ccc(Cl)cc3)C2=O)cc1)S(C)(=O)=O (stereo unspecified)	-4	9	·
COCCCNC(=O)C(C1CCCC1)N1CCN(C(=O)c2ccc(OC)cc2)CC1 (stereo unspecified)	0	-3	·
CN(Cc1ccccc1O)C(=O)C1CCN(c2ccc(Cl)cn2)CC1	-16	2	·
CN1CCC(Cc2nc(Cn3nccn3)n(CC3CCCCC3)n2)CC1	-14	·	-6
COc1ccc(CC2(CCC(=O)N3CCN(c4ccccc4)CC3C)CCC(=O)N2)c(F)c1 (stereo unspecified)	-8	18	-11
CC(=O)/C=C/C1=CC(C)(C)COc2ccc(O)cc21	3	4	-3
COC(=O)c1ccc(NC(=O)N2CCCC(Nc3ccc(OC)c(OC)c3)C2)cc1 (stereo unspecified)	-5	16	·
COc1ccccc1-c1nc2cc(C)ccn2c1NC(=O)CC(C)(C)C	-4	-11	-1
CN(Cc1nccn1CC(F)(F)F)S(=O)(=O)c1cccc2nsnc12	-5	0	-11
Cn1nc(-c2cccs2)cc1C(=O)N1[C@@H]2CC[C@H]1CNC(=O)C2	-3	2	-15

In a second layout: entries from further up
| SMILES | hcGAS lum | NPYLR7 ag | mcGAS inh |
| --- | --- | --- | --- |
| CC(=O)Nc1ccc(Cl)c(C(=O)NCCSc2ccccn2)c1 | -1 | 10 | · |
| Cc1ccc(C(=O)N(CC(=O)Nc2nc(CC(=O)N3CCCC3)cs2)C2CC2)cc1 | -10 | -10 | -6 |
| NC(=O)c1cccnc1N1CCOC(C(F)(F)F)C1 (stereo unspecified) | -4 | 5 | -12 |

Seven compounds drawn at random from the list so far:
SMILES	hcGAS lum	NPYLR7 ag	mcGAS inh
COCCCNC(=O)C(C1CCCC1)N1CCN(C(=O)c2ccc(OC)cc2)CC1 (stereo unspecified)	0	-3	·
Cc1ccc(C(=O)N(CC(=O)Nc2nc(CC(=O)N3CCCC3)cs2)C2CC2)cc1	-10	-10	-6
Cc1c(C(=O)N2CC(C)OC(C)C2)oc2c1ccc1ccccc12 (stereo unspecified)	-5	2	-6
CC(=O)Nc1ccc(Cl)c(C(=O)NCCSc2ccccn2)c1	-1	10	·
Cn1nc(-c2cccs2)cc1C(=O)N1[C@@H]2CC[C@H]1CNC(=O)C2	-3	2	-15
CN(Cc1ccccc1O)C(=O)C1CCN(c2ccc(Cl)cn2)CC1	-16	2	·
CCC(NC(=O)Cc1cc(F)ccc1C)c1ccccn1 (stereo unspecified)	-6	2	-15

The listing continues.
SMILES	hcGAS lum	NPYLR7 ag	mcGAS inh
CC(C)(C)OC(=O)N1CCCC1=S	-3	-4	·
O=C(Oc1coc(CSc2ncccn2)cc1=O)c1cc(Br)ccc1Cl	-5	-12	-7
O=C(O)c1ccccc1N(Cc1ccccc1)C(=O)c1ccccc1O	-8	3	·
Cc1cnc(C(=O)Nc2cc3c(cc2Br)OCCO3)cn1	-6	-2	·
COCCN1CC(C(=O)NCCc2nc(C)c3c(n2)CCCC3)CCC1=O (stereo unspecified)	-2	10	-8
Cc1cc(C)cc(Oc2cc(C)nc(SCc3ccccc3C)n2)c1	-4	8	-6
CCCc1nc(CN2Cc3ccccc3-c3ccccc3C2)no1	-4	-2	·
CC1CC(C)CN(C(=O)Cc2csc(NC(=O)c3ccco3)n2)C1 (stereo unspecified)	-7	-20	·
COc1ccccc1Cn1c(C)c(C(=O)NCc2ccc3c(c2)OCCO3)sc1=O	-8	12	·
CCOC(=O)[C@H]1C[C@]2(CCCCN(CCO)C2=O)N(C(=O)Cc2ccc(OC)cc2)[C@H]1c1ccco1	-9	0	-8
CN(CCc1ccc(Cl)c(Cl)c1)CC(O)COc1ccc(NS(C)(=O)=O)cc1 (stereo unspecified)	-3	-9	·
OCC(O)CSc1nccn1-c1ccc(C(F)(F)F)cc1 (stereo unspecified)	-8	4	·
CC(C)(C)N1C(=O)c2ccc(C(=O)Nc3nccs3)cc2C1=O	-6	-6	-4
CCCc1[nH]n(-c2ccc(F)cc2)c(=O)c1C1=C([n+]2ccccc2)C(=O)N(CC(C)C)C1=O	-5	7	-6
CS(=O)(=O)N1C[C@H]2CNC[C@@]2(C(=O)N2CCCCCC2)C1	-1	1	·
COc1ccc(-c2nc(OCC(C)C)nn2-c2ccc(NC(=O)CC(C)C)cc2)cc1	-3	6	-8
O=C(Nc1ccc(Cl)cn1)c1cccc(S(=O)(=O)N2CCCCC2)c1	0	-7	-5
O=C(CCN(CCc1ccccc1)c1nc(C2CC2)nc2cc(Cl)ccc12)NCc1ccco1	-4	17	-7
COCCCn1cnnc1CNC1CCCC(C)(C)C1 (stereo unspecified)	-8	15	·
C=CCn1c(=O)c2c(nc3n(-c4ccc(CC)cc4)c(C)c(C)n23)n(C)c1=O	0	10	1
O=C(CCC(=O)N1CCc2ccccc2C1)N[C@@H]1C[C@H]2CC[C@@H]1C2	-9	-7	-5
Cc1ccccc1-c1noc(-c2ccc(OC(=O)c3ccccc3)cc2)n1	-5	-8	·
COc1ccc(-c2onc(C)c2C(=O)NCCCN(C)c2ccccc2)cc1	-5	0	-5
CC(=O)Nc1ccc(CN2C(=O)C(C)ON=C2c2cnccn2)cc1 (stereo unspecified)	8	-7	·

Screening data from PubChem BioAssay.
